# MEKK2 mut-MEK5: signal of MEK5 binding to mutant human MEKK2 PB1 domain | 0.35% of 290,000 active | bead flow cytometry, Alexa488-MEK5 binding to MEKK2 mutant | percent response, % at 10 µM; in the data active = percent response above about 24%, passing the limit was not always enough; also: inactives centre near 1; some results filed as inactive read as strong as hits
# CRFBP-R2 block: antagonists of CRF-binding protein/CRF-R2 receptor complex; HEK293 CRF-R2/CRF-BP, CRF-induced calcium fluorescence; inhibition, % at 11.8 µM; 0.59% of 350,000 active; AID 588475;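 active = inhibition of the ligand-induced calcium signal above about 50% at the single tested concentration, limit read from the data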
# DNA FID counter: displaces DNA intercalator in HCV helicase counter-screen; DNA fluorescent intercalator displacement, fluorescence; inhibition, % at 7.9 µM; 0.17% of 290,000 active; in the data active = inhibition above about 37%;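 also: 0% = vehicle and 100% = reference compound; higher means more ethidium bromide displaced from hairpin DNA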
# GalR3 antagonist: blocks the human galanin receptor 3 | AID 651719 | HEK293 GalR3-CNG cAMP membrane potential fluorescence; galR3 body fused to GalR1 C-terminus | O60755 | 0.44% of 360,000 active | inhibition, % at 3 µM;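 active = inhibition above the screen-wide average plus 3 SD, cut at about 13% in these data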;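 also: forskolin and galanin both at EC90 stimulate the cells; cAMP rise reported by CNG channel membrane potential dye signal; 0% = forskolin plus galanin with DMSO and 100% = forskolin alone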
# MEKK3 PB1 HTS: raises or lowers MEK5 binding to the human MEKK3 PB1 domain; bead-based flow cytometry, Alexa488-MEK5 binding to MEKK3; actives lie on both sides; 0 = blocked by unlabeled MEK5, 100 = vehicle; binding response (% of control), % at 10 µM; 1.4% of 290,000 active; AID 1529;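 active = binding response more than 3 SD above or below the average of its plate-row segment, actives on both sides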;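 also: Alexa488 bead fluorescence after subtracting the streptavidin-only scavenger bead signal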
# Target sequence (Q99759 whole entry, looked up, the tested form may be a part): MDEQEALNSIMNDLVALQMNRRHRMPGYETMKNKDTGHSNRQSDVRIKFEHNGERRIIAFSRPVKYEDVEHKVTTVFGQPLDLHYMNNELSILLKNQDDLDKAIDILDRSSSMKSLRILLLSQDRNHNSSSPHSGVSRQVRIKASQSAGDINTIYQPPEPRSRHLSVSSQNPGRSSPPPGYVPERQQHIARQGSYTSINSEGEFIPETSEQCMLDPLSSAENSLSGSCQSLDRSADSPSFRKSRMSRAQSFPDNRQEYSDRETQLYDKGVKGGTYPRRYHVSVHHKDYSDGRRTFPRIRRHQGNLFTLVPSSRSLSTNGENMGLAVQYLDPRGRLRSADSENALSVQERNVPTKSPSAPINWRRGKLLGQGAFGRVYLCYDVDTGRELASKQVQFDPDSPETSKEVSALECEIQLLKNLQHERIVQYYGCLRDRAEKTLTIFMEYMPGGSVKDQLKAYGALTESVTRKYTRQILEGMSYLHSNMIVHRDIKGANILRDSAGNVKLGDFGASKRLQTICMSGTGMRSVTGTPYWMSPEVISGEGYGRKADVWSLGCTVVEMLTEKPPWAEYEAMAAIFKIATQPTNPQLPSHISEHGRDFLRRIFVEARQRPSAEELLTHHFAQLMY
# SUMO HTRF inh: inhibitors of human SUMOylation (UBC9) | P63279 | HTRF SUMOylation assay, SAE1/SAE2 + UBC9, in vitro | inhibition, % at 35 µM | 0.36% of 290,000 active; in the data active = inhibition above about 50%, passing the limit was not always enough; also: strong numbers were not always called active
# Target sequence (P63279 whole entry, looked up): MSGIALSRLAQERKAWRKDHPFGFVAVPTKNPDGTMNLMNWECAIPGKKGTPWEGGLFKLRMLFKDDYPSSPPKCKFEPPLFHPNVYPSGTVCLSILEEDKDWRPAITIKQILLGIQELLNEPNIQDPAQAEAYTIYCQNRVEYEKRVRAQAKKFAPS
# CRFBP-R2 agonist: CRF-BP/CRF-R2 complex agonism; HEK293 CRF-R2/CRF-BP, calcium dye fluorescence (FLIPR); percent of saturating CRF peptide response; activation, % at 13.2 µM; 0.46% of 350,000 active; AID 588473;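 active = activation of at least 50%, plus an integration ratio under a set limit after plate pattern correction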;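 also: plate controls were neutral control wells without compound for no effect and CRF at EC100 for full effect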
# HCV NS3 hel inh: HCV NS3 helicase inhibition. NS3 helicase DNA unwinding, Cy5 molecular beacon fluorescence. inhibition, % at 10.9 µM. 0.56% of 290,000 active. AID 1800;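 active = inhibition above the mean of all tested compounds plus 3 SD, set per campaign, cut at about 35% in these data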;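 also: 0% = DMSO wells and 100% = thioflavine S control wells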
#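 Control set: DMSO versus 110 µM thioflavine S; Material: NS3 helicase fragment of HCV; Measured by: Cy5 fluorescence at 0 and 60 min, beacon hairpin quenching; Read-out basis: percent inhibition from t60/t0 fluorescence ratio; Times: reaction time 60 min, 25 °C; Repeats: single replicate; Compound dosing: single dose, 10.9 µM nominal final, DMSO 0.8% final.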
# MEKK2wt PB1 HTS: raises or lowers MEK5 binding to wildtype human MEKK2 PB1 domain; bead flow cytometry, Alexa488-MEK5 binding to MEKK2 WT; actives lie on both sides; Q9Y2U5; AID 1531; binding response (% of control), % at 10 µM; 1.1% of 290,000 active; in the data active = binding response below about 67% or above about 130%
# Active calls of the source: *; . = no result given. These rows are one share of the data; rates above refer to the full screens.
# The first two entries as a preview:
# Order of results – MEKK2 mut-MEK5, CRFBP-R2 block, DNA FID counter, GalR3 antagonist, MEKK3 PB1 HTS, SUMO HTRF inh, CRFBP-R2 agonist, HCV NS3 hel inh, MEKK2wt PB1 HTS
COc1ccc(CCN(C(=S)Nc2ccccc2)C2CC(=O)N(c3ccccc3)C2=O)cc1 (centres undefined)
    -4, -29, -9, -5, 102, -44, 7.5, -13, 104
CCCCc1nccn1CCn1ccnc1CCCC
    -5, 16, 9, -4, 98, -10, -0.6, -3, 96

# The listing, from the first entry:
# Order of results – MEKK2 mut-MEK5, CRFBP-R2 block, DNA FID counter, GalR3 antagonist, MEKK3 PB1 HTS, SUMO HTRF inh, CRFBP-R2 agonist, HCV NS3 hel inh, MEKK2wt PB1 HTS
COc1ccc(CCN(C(=S)Nc2ccccc2)C2CC(=O)N(c3ccccc3)C2=O)cc1 (centres undefined)
    -4, -29, -9, -5, 102, -44, 7.5, -13, 104
CCCCc1nccn1CCn1ccnc1CCCC
    -5, 16, 9, -4, 98, -10, -0.6, -3, 96
COc1ccc(-c2onc3ccc(C(=O)/C=C/N(C)C)cc23)cc1
    3, 0, -15, -7, 102, 30, -0.2, 17, 99
Cc1ccc2c(c1)N(CCC(=O)NCCCN1CCCC1)C(=O)C(C)O2 (centres undefined)
    -6, 9, 3, -6, 94, -4, -0.8, -5, 96
COc1ccc(/C=N/NC(=O)CN2CCSCC2)c(OC)c1
    0, 27, -5, -1, 84, 4, -0.3, -6, 104
CNC(=O)CSc1nnnn1CCCOC
    1, 16, -1, 2, 100, 4, -1.5, 2, 103
CC(=O)Nc1ccc(S(=O)(=O)N2CCN(Cc3ccccn3)CC2)cc1
    1, -6, 13, -11, 97, 23, -1.2, 6, 101
Cc1ccc(C(CC(=O)O)NC(=O)CN2C(=O)c3ccccc3C2=O)cc1 (centres undefined)
    4, -1, -5, -9, 96, 9, 1.2, 5, 101
O=C(O)CCCC(=O)N1CCN(C(c2ccccc2)c2ccccc2)CC1
    15, 5, -38, -6, 106, -11, -1.7, -5, 107
CC1Oc2cc3oc4c(O)c(O)ccc4c(=O)c3c(O)c2C1(C)C (centres undefined)
    2, -11, ., ., 104, ., 0.6, ., 101
O=C(CN1CCN(Cc2ccc(F)cc2Cl)C1=O)NCCCN1CCOCC1
    8, -8, 6, -2, 105, 4, 1.2, 8, 108
COc1cccc(-n2nnnc2SCC(=O)Nc2ccccc2OC)c1
    -1, -3, -20, -10, 99, 11, 14, 2, 96
CN(CC(=O)Nc1ccccc1C(=O)N1CCCC1)S(=O)(=O)c1ccc(Br)cc1
    2, 22, -28, -4, 97, -1, -8.8, -1, 95
O=C1CCC(C(=O)N2CCC(O)(c3ccccc3)CC2)CN1CCc1ccccc1 (centres undefined)
    0, -13, -40, 0, 98, -4, 2.0, 1, 94
O=C(c1ccco1)N1CCN(C(c2ccccn2)c2nnnn2C2CCCC2)CC1 (centres undefined)
    4, 14, -17, -8, 103, 4, 0.9, 7, 101
CNC(=O)C1CCN(S(=O)(=O)c2c(C)noc2/C=C/c2ccc(C)cc2)CC1
    -2, 7, -42, ., 100, 8, -0.1, -20, 98
COc1ccccc1OCC(=O)N(Cc1nc(-c2ccc(Cl)cc2)no1)C(C)C
    8, 15, -36, 2, 100, 5, 0.4, -9, 97
Cc1ncc(CO)c2c1Oc1nc(-c3ccccc3)nc(SCC(=O)N(C)c3ccccc3)c1C2
    -2, ., -49, -3, 100, -15, ., 4, 93
COC(=O)c1ccccc1SC(CC(=O)c1ccccc1)c1ccc(F)cc1 (centres undefined)
    -1, 14, -3, -6, 99, 2, 3.8, 3, 100
CN(C(=O)c1ccc(-c2nn(C)c(=O)c3ccccc23)cc1)c1ccccc1
    2, -50, -24, -5, 105, 10, -1.5, -2, 101
Cn1c(C(F)(F)F)nc2c(=O)oc3ccccc3c21
    -2, 11, 1, -3, 88, 33, 1.0, 4, 95
COC(=O)c1ccc(CN2CCN(CCC(C)C)C(CCO)C2)cc1 (centres undefined)
    -4, -23, 0, -4, 96, -1, 2.1, 0, 93
Cc1cc(C)cc(NC(=O)N2CCC(C(=O)c3ccc(F)cc3)CC2)c1
    1, -12, -22, -6, 104, 5, -3.3, -11, 103
CCOC(=O)CCCNC(=O)CN1CCC(c2nc3ccccc3s2)CC1
    -3, -18, -17, -9, 100, 11, 0.1, -5, 97
CSc1nn2c(C(F)(F)F)cc(C(F)(F)F)nc2c1C(=O)O
    -15, 7, 1, -3, 89, 17, -0.4, 10, 86
O=C(C1CCN(CCCc2ccccc2)CC1)N1CCCCC1
    -10, -2, 6, 2, 84, 16, 1.2, -1, 90
COCCNC(=O)C12CC3CC(C1)CC(c1ccccc1)(C3)C2
    10, -16, -24, -5, 104, 10, -3.1, 6, 106
CC(=O)Nc1sc(C)c(C)c1C(=O)OCC(=O)N(C)C1CCS(=O)(=O)C1 (centres undefined)
    18, 10, -12, -8, 102, 4, -0.2, -6, 112
CC(=O)OCC(=O)Nc1c(C)cccc1C
    3, 4, -3, -5, 105, 22, 1.8, 11, 107
O=C(NCCN1CCOCC1)NC1(C(F)(F)F)Oc2ccccc2O1
    0, -19, -1, -3, 100, -14, 0.6, 5, 97
O=C(O)c1ccc(CNC(=S)Nc2ccccc2)cc1
    1, -5, -1, -4, 97, 2, -1.0, 9, 99
CC1Cc2ccccc2N1C(=O)CCn1c(=O)oc2ccccc21 (centres undefined)
    5, -26, -15, ., 100, 2, -0.3, -9, 103
C=CCn1c(SCc2ccc3c(c2)OCO3)nc2scc(-c3ccco3)c2c1=O
    -1, 7, -9, 0, 101, 13, 2.7, 23, 96
CCCc1cc(=O)oc2c(C)c(O[C@@H]3O[C@H](CO)[C@@H](O)[C@H](O)[C@H]3O)ccc12
    9, 11, -4, -8, 109, -3, -1.2, -2, 108
CC(C)(C)NC(=O)/C(=C\c1ccco1)NC(=O)c1ccco1
    -29, 8, -14, -9, 91, -7, 1.1, 22, 96
Cc1ccc(C)c(OCC(=O)Nc2ccc(S(=O)(=O)Nc3ncccn3)cc2)c1
    -13, -6, -28, -10, 93, -15, -1.9, 16, 89
CC1CCCCN1C(=O)c1cccc(NC(=O)c2ccccc2)c1 (centres undefined)
    -6, -3, -20, -4, 97, 3, -0.2, 17, 94
CCCCc1c(O)nc(SCCC(=O)O)[nH]c1=O
    7, ., -1, ., 112, 15, ., 10, 108
Cc1ccccc1Nc1nc(N)nc(CCl)n1
    -6, 3, -4, 2, 93, 14, -1.2, 23, 92
O=S(=O)(c1ccccc1)N1CCN(Cc2cccc(Cl)c2)CC1
    6, 13, -4, -5, 109, -3, 3.8, -1, 112

# 2 entries picked at random from those above:
# Order of results – MEKK2 mut-MEK5, CRFBP-R2 block, DNA FID counter, GalR3 antagonist, MEKK3 PB1 HTS, SUMO HTRF inh, CRFBP-R2 agonist, HCV NS3 hel inh, MEKK2wt PB1 HTS
O=S(=O)(c1ccccc1)N1CCN(Cc2cccc(Cl)c2)CC1
    6, 13, -4, -5, 109, -3, 3.8, -1, 112
CC(C)(C)NC(=O)/C(=C\c1ccco1)NC(=O)c1ccco1
    -29, 8, -14, -9, 91, -7, 1.1, 22, 96

# (continued)
# Order of results – MEKK2 mut-MEK5, CRFBP-R2 block, DNA FID counter, GalR3 antagonist, MEKK3 PB1 HTS, SUMO HTRF inh, CRFBP-R2 agonist, HCV NS3 hel inh, MEKK2wt PB1 HTS
O=C(Nc1nnc(Cc2ccccc2)s1)C1CCC1
    2, -30, -20, -5, 100, 6, -1.2, -3, 98
CNC(=O)c1ccccc1NC(=O)c1cccc(S(=O)(=O)N2CCC(C)CC2)c1
    -5, 10, -15, -3, 88, 14, 1.6, 2, 89
COc1ccc(C(=O)Nc2nnc(SCC(=O)NCC3CCCO3)s2)cc1OC (centres undefined)
    6, -1, -18, -2, 102, 4, -1.0, -1, 103
COc1ccc(C2Nc3ccccc3NC3=C2C(=O)CC(C)(C)C3)cc1 (centres undefined)
    -3, -26, -11, -4, 96, 18, 30, 2, 96
O=C(N/C(=C/c1ccco1)C(=O)N1CCCCC1)c1cccs1
    6, -4, -13, -4, 97, -2, -0.6, 24, 94
CCOC(=O)NC(Nc1nc2ccccc2s1)(C(=O)OCC)C(F)(F)F (centres undefined)
    5, 9, -9, -2, 99, 10, 0.3, -2, 102
Cc1ccc(-c2nn(-c3ccccc3)cc2C(=O)NCCCN2CCOCC2)cc1
    6, -8, 16, -2, 98, -11, 3.0, -48, 101
COc1cccc(OCC(=O)O/N=C(\N)c2ccc(OC)c(OC)c2)c1
    -1, 16, -20, -3, 103, -2, 0.8, -15, 101
O=C(Cc1ccccc1)Nn1cnc2ccccc21
    -3, 12, -7, 1, 98, 29, -1.1, 4, 95
Cc1cn(CCOc2ccc(Cl)cc2)c(=O)[nH]c1=O
    4, 2, -8, -7, 102, -8, 0.8, 12, 106

# An excerpt of these results, with tabs:
Structure	MEKK2 mut-MEK5	CRFBP-R2 block	DNA FID counter	GalR3 antagonist	MEKK3 PB1 HTS	SUMO HTRF inh	CRFBP-R2 agonist	HCV NS3 hel inh	MEKK2wt PB1 HTS
CNC(=O)CSc1nnnn1CCCOC	1	16	-1	2	100	4	-1.5	2	103
CC(=O)Nc1ccc(S(=O)(=O)N2CCN(Cc3ccccn3)CC2)cc1	1	-6	13	-11	97	23	-1.2	6	101
Cc1ccc(C(CC(=O)O)NC(=O)CN2C(=O)c3ccccc3C2=O)cc1 (centres undefined)	4	-1	-5	-9	96	9	1.2	5	101
O=C(O)CCCC(=O)N1CCN(C(c2ccccc2)c2ccccc2)CC1	15	5	-38	-6	106	-11	-1.7	-5	107

# (continued)
# Order of results – MEKK2 mut-MEK5, CRFBP-R2 block, DNA FID counter, GalR3 antagonist, MEKK3 PB1 HTS, SUMO HTRF inh, CRFBP-R2 agonist, HCV NS3 hel inh, MEKK2wt PB1 HTS
CCn1c(CNC(=O)COc2ccc(C(C)C)cc2)nnc1SCC(=O)Nc1cc(F)ccc1C
    4, -16, -32, -1, 103, -10, 0.4, -6, 105
Cc1ccc(NC(=O)CSc2nc3c(c(=O)[nH]2)CN(Cc2ccc(F)cc2)CC3)cc1C
    23, -44, -1, 0, 111, 15, -1.7, 2, 130
CN1C(=O)C2(N=c3ccccc3=N2)c2ccccc21
    -2, 68*, 1, ., 94, 9, -0.1, 5, 97
CC(=O)NC(c1ccccc1)c1cc(Cl)c2cccnc2c1O (centres undefined)
    1, -5, -19, -9, 100, 11, 0.6, 27, 98
Cc1cccc2cc(COC(=O)c3cccnc3)c(=O)[nH]c12
    5, 0, -7, 3, 102, 17, 1.2, 1, 104
O=C(c1ccco1)N1CCN=C1SCc1c(F)cccc1Cl
    4, 10, -10, -2, 107, 11, 0.1, -1, 106
CCOc1ccc2nnc(-c3ccc(Br)cc3)n2n1
    1, -6, 3, 0, 111, 0, -1.5, 0, 107
CCc1ccc2[nH]c(C(=O)N(C)c3ccc(F)cc3F)cc2c1
    6, -20, -21, -5, 105, 14, 4.0, -5, 105
